Casp6 inh: human caspase-6 inhibitors, primary screen, biochemical, VEID-R110 fluorescence, single point, set 2. P55212. purified caspase-6, Z-VEID-R110 cleavage fluorescence. inhibition, % at 12.5 µM. 350,000 tested, 0.53% active. AID 686996, 2013;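 active = mean inhibition across replicates at least about 35%, with every replicate also reaching that limit, limit read from the data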;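 also: 0% = median of neutral control wells and 100% = no fluorescence left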
Target sequence (P55212 24-179 limits assumed): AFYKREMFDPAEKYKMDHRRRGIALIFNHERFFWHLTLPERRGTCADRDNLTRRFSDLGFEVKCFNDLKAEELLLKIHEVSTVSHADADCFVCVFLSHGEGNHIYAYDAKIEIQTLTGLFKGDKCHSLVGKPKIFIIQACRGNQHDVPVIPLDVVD
Target sequence (P55212 194-293 limits assumed): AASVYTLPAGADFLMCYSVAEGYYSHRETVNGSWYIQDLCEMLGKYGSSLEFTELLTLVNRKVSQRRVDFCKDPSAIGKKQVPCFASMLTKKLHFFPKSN
S100A4 inh HTS: inhibitors of S100A4-myosin IIA peptide binding, primary screen, biochemical, fluorescence polarization, TAMRA-MyoIIA peptide; AID 652163, 2013; 360,000 tested, 0.14% active; inhibition, % at 10.7 µM;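 active = mean inhibition of at least 70% across replicates, with every replicate also reaching that level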
Target sequence (P26447 whole entry, looked up): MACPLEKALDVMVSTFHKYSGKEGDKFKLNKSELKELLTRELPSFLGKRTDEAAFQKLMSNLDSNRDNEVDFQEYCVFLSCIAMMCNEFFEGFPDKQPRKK
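Test system: S100A4 monomer protein; Medium: HEPES pH 7.2 with CaCl2, KCl, NaCl, DTT, Triton; Probe or stimulus: TAMRA-labelled myosin IIA heavy-chain peptide probe, 5 nM; Doses: one dose per compound; Times: polarization read 5 min after assay mix addition, stable 5–60 min; Benchmarks: neutral control DMSO, positive control TFP.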
FN deposition inh: inhibitors of fibronectin matrix deposition, primary screen, AH1F cells, Alexa488-fibronectin fluorescence, plate reader. AH1F fibroblasts, overnight. inhibition, % at 12.6 µM. 350,000 tested, 0.086% active. AID 743247, 2014;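 active = mean inhibition across replicates of 30% or more, regardless of how many single replicates reach that level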;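 also: positive control wells lacked labelled fibronectin entirely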
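material = AH1F fibroblast monolayer depositing Alexa488-labelled fibronectin into matrix | amount = 10000 AH1F cells/well | buffer or medium = DMEM plus 2% serum, read in PBS | incubation = 1 h cell adhesion before compound, then overnight fibronectin incubation | detection = fluorescence at 485 nm excitation, 525 nm emission | evaluation = percent inhibition as loss of matrix-bound fibronectin fluorescence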
LGR2 inh: inhibitors of bursicon-induced LGR2 CRE-luciferase signal, primary screen, cell-based, HEK293, CRE-luciferase reporter, bursicon stimulation; Drosophila bursicon receptor LGR2 (rickets); bursicon-stimulated, 4 h; inhibition, % at 9.99 µM; 380,000 tested, 0.35% active;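 active = drop in luminescence signal, shown as inhibition above about 50% in the replicate tests, limit read from the data, passing the limit was not always enough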;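 also: agonist challenge used bursicon conditioned medium at about half maximal strength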
C2C12 statin: suppressors of statin myotoxicity in C2C12 myotubes, primary screen, cell-based, single point, plate reader; C2C12 myotubes + simvastatin, ATP luminescence, 48 h; scaled: DMSO 0, geranylgeraniol control 100; rescue of ATP level, % at 7.49 µM; 330,000 tested, 0.78% active;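 active = mean ATP rescue above about 67%, or every replicate alone reaching that limit, limit read from the data, passing the limit was not always enough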;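 also: myotubes were challenged with 10 µM simvastatin during compound exposure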
SIRT5 inh: SIRT5 desuccinylase inhibitors, primary screen, biochemical, fluorescence imaging, single point, set 5; NAD-dependent protein deacylase sirtuin-5, mitochondrial (Homo sapiens), Q9NXA8; Purified SirT5, succinyl-peptide AMC, trypsin-coupled fluorescence; inhibition, % at 15 µM; 330,000 tested, 1.1% active; in the data active = inhibition above about 15%
Target sequence (Q9NXA8 whole entry, looked up): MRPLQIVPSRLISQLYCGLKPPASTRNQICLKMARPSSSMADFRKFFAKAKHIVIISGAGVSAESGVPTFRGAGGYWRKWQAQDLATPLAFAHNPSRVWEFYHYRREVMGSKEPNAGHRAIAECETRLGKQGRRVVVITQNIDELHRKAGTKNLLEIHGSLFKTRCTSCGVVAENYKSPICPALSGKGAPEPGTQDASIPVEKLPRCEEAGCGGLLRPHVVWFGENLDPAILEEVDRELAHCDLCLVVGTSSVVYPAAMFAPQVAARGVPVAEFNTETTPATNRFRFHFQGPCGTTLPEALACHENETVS
esBAF inh: Bmi1 luciferase reporter increase in mESCs, primary screen, esBAF inhibitor project, mouse ES cells, Bmi1 luciferase knock-in, single point; 350,000 tested, 2% active; 24 h; 100% = twice the neutral-well signal; reporter increase, % at 12.5 µM; AID 602393, 2012; in the data active = activation above about 40%;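 also: 0% = median of the plate's neutral control wells and 100% = double that signal; a rise in the Bmi1 reporter signal indicates esBAF inhibition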
Starred values were filed as active, the others as inactive; x = no result given; & = joins results of further samples. Only part of the results is shown, so the mix of outcomes need not match the whole.

SMILES	Casp6 inh	S100A4 inh HTS	FN deposition inh	LGR2 inh	C2C12 statin	SIRT5 inh	esBAF inh
CCc1ccc(NC(=O)C(C)n2nc(C)c([N+](=O)[O-])c2C)cc1 (stereo not given)	x	-3	-2	-13	-4	-2	9
CCC(=O)Nc1ccc2c(c1)OC[C@H](C)N(CC1CCCCC1)C[C@@H](C)[C@H](OC)CN(C)C2=O	x	x	-6	5	13	x	4
Cc1ccc(OCCNC(=O)c2ccc3ccccc3n2)cc1	0	-4	0	-24	6	-15	9
CCOc1ccc(C2c3c(oc4ccccc4c3=O)C(=O)N2CCCN2CCOCC2)cc1OCC (stereo not given)	2	-5	-20	-8	1	x	1
COc1ccc(/C=N/NC(=O)CCn2nc(C)cc2C)cc1O	3	2	-4	-10	x	2	x
O=C(COc1ccc([N+](=O)[O-])cc1)NNC(=O)C1COc2ccccc2O1 (stereo not given)	2	2	8	-7	3	x	3
CCOc1cccc(/C=C2/NC(=O)N(CC(=O)Nc3cccc(C)c3)C2=O)c1O	-1	1	4	-43	0	x	-3
CCCCn1c(SCC(=O)c2ccccc2)nc2ccsc2c1=O	2	0	-3	0	x	0	x
COCCNCC(=O)N1CCCCCC1	-3	13	4	9	x	-2	x
COc1cc(C)ccc1S(=O)(=O)N1CCCCCC1	-1	1	-4	4	x	x	x

Compound profiles, as listed above. Screens in order: Casp6 inh, S100A4 inh HTS, FN deposition inh, LGR2 inh, C2C12 statin, SIRT5 inh, esBAF inh
CCCCn1c(SCC(=O)c2ccccc2)nc2ccsc2c1=O as listed: 2, 0, -3, 0, x, 0, x
COc1ccc(/C=N/NC(=O)CCn2nc(C)cc2C)cc1O as listed: 3, 2, -4, -10, x, 2, x
CCC(=O)Nc1ccc2c(c1)OC[C@H](C)N(CC1CCCCC1)C[C@@H](C)[C@H](OC)CN(C)C2=O as listed: x, x, -6, 5, 13, x, 4
COCCNCC(=O)N1CCCCCC1 as listed: -3, 13, 4, 9, x, -2, x

Carrying on.
SMILES	Casp6 inh	S100A4 inh HTS	FN deposition inh	LGR2 inh	C2C12 statin	SIRT5 inh	esBAF inh
O=C(N/N=C/c1sc(=O)[nH]c1-[n+]1ccc2ccccc2c1)c1ccccc1[O-]	30	1	-11	15	4	1	4
O=C(CSc1nnc(CNC(=O)c2ccccc2)o1)c1ccccc1	1	0	x	8	3	-3	1
Oc1ccc(Cl)cc1Sc1cc(Cl)ccc1O	23	2	13	x	14	5	-23
Cn1cc(S(=O)(=O)Nc2ccc3c(c2)OCCO3)cn1	-5	0	-3	13	2	0	-30
C=CCNc1nc(-c2ccc([N+](=O)[O-])cc2)cs1	-1	-3	x	-42	x	1	x
COc1c(NC(C)=O)c2c(c([N+](=O)[O-])c1OC)C(=O)OC2	-4	-4	-4	-5	6	-1	-7
COc1ccc(NC(=O)CSc2nc3c(c(-c4cccs4)c2C#N)CN(C)CC3)cc1OC	x	x	0	x	-21	x	25
O=C(C[C@H]1CC[C@@H]2[C@H](COC[C@@H](O)CN2CCc2ccccc2)O1)NCCCN1CCOCC1	-23	-2	4	-13	14	3	3
Cc1ccc(NC(=O)CN2C(=O)NC(C)(C3CC3)C2=O)cc1S(=O)(=O)N1CCCCC1 (stereo not given)	5	-2	4	2	-1	-1	-2
COC(=O)Cn1c(=NC(=O)c2ccc(OC)cc2)sc2cc(OC)ccc21	-2	11	-2	1	x	-2	x
COc1ccc(C(C(=O)NCC2CCCO2)N(Cc2ccc(F)cc2)C(=O)CNC(=O)c2ccco2)cc1OC (stereo not given)	1	-6	2	7	-8	1	-1
COC(=O)c1ccsc1NS(=O)(=O)c1ccccc1	2	-14	3	6	x	-1	x
C#CCNC(=O)C1=C[C@H](c2ccc(C#C)cc2)C[C@H](OCc2ccc(CO)cc2)O1	x	x	-9	-2	0	x	3
CCC1CCCCN1C(=O)Nc1cc(Cl)ccc1OC (stereo not given)	1	1	-7	5	16	-1	-1
O=C(COc1cccc([N+](=O)[O-])c1)NN1C(=O)c2ccccc2C1=O	8	-5	2	0	6	-2	0
FC(F)(F)c1cc(-c2ccco2)nc(-n2nnc3ccccc32)n1	x	x	-9	17	6	x	4
O=C(C1=NNCC1c1ccc(Cl)cc1)C1CO1 (stereo not given)	5	4	0	x	x	2	x
COc1ccc(-c2noc(COc3ccc(Cl)c(C)c3)n2)cc1	6	-4	-2	8	1	-3	-18
O=C(NCc1ccccc1)c1onc(CSc2ccccn2)c1C(=O)NCc1ccccc1	-3	-1	16	7	6	-3	-7
O=C(NC1CCN(C(=O)Nc2ccccc2Cl)CC1)c1ccccc1	1	12	0	19	x	-3	x
CCCn1nc(C(=O)N2CCN(c3ccccn3)CC2)c2ccccc2c1=O	0	-3	0	x	-2	x	-10
COc1cc2c(cc1OC(C)=O)C(=O)CCCC2	0	-1	-2	-2	x	2	x
CCC(=O)N1C[C@H](C)[C@@H](OC)CN(C)C(=O)c2ccc(NS(C)(=O)=O)cc2OC[C@H]1C	-1	4	-4	13	6	-1	-1
COc1ccnc(Oc2ccccc2)c1C(=O)N/C=N/OCc1ccccc1F	1	19	-4	3	0	8	-1
COc1ccc(C(=O)NCC(=O)N2CCCC(C)C2)cc1OC (stereo not given)	2	-3	5	13	x	-2	x
CC(C)(C)NS(=O)(=O)c1ccc(NC(=O)CS(=O)(=O)Cc2ccccc2)cc1	-4	0	x	-7	13	-1	-2
COc1ccccc1-c1ncn(Cc2cccc(-c3ccccc3)c2)c1-c1ccco1	-3	-13	-6	1	x	-2	x
CN(C)c1ccc2c(c1)[C@@H]1C[C@@H](CC(=O)NCc3cc(F)ccc3F)O[C@@H](CO)[C@@H]1O2	1	-4	3	0	16	7	-7
CCCNC(=O)N1C[C@@H](O)COC[C@H]2O[C@@H](CC(=O)N3CCOCC3)CC[C@@H]21	2	8	-8	7	-2	1	0
O=[N+]([O-])c1ccccc1/C=N/Nc1nc(N2CCCC2)nc(N2CCCC2)n1	3	30	x	-10	-5	1	4
Cc1cc(C)n2nc(SC(C)C(=O)N3CCOCC3)nc2n1 (stereo not given)	0	-2	x	12	-3	-3	3
CCCC#Cc1ccc2c(c1)[C@H]1[C@H](CCN1S(=O)(=O)c1ccc(F)cc1)[C@H](CO)N2C	3	-8	-4	6	1	3	-4
COc1cc(NS(=O)(=O)c2ccc(N/C=C\C(=O)c3ccc(OC)c(OC)c3)cc2)nc(OC)n1	2	0	-1	12	13	3	-5
O=C(C[C@@H]1CC[C@@H]2[C@H](COC[C@@H](O)CN2S(=O)(=O)c2ccccc2)O1)NCCN1CCCC1	-1	-1	-1	-6	x	-3	x
FC(F)(F)c1cc(CCN2CCNC[C@H]2Cc2cccc3ccccc23)cc(C(F)(F)F)c1	10	5	0	19	3	2	0
O=C1OCCC1Sc1nc2ccccc2c(=O)n1Cc1ccc(F)cc1 (stereo not given)	1	-19	3	3	x	-6	x
CC(C)NC(=O)Nc1ccc2c(c1)C(=O)N([C@@H](C)CO)C[C@H](C)[C@H](CN(C)C(=O)NC(C)C)O2	2	1	x	9	-2	3	-1
Cc1cc(S(=O)(=O)Nc2c(C)nc3nc[nH]n3c2=O)ccc1F	-5	-3	2	5	x	5	x
N=c1oc2cc(O)ccc2cc1C(=O)Nc1ccc(Cl)cc1	4	0	-4	-44	0	-23	58*
O=C(c1ccc2c(c1)CCC2)N1CCN(Cc2ccccc2)CC1	-3	-4	14	-16	1	0	32
CC(=O)Oc1c(C)c(C)c2c(c1C)CC[C@@](C)(CCC[C@H](C)CCC[C@H](C)CCCC(C)C)O2	-4	7	6	1	8	-2	2
C#Cc1cccc(-n2nnc(C(=O)OC)c2-c2ccccc2)c1	1	1	0	-17	7	-3	4
C[C@@H]1CCCCO[C@H](CN(C)S(=O)(=O)c2ccc(Cl)cc2)[C@@H](C)CN([C@@H](C)CO)C(=O)c2cc(NC(=O)Nc3cccc4ccccc34)ccc2O1	1	-4	0	13	x	-6	6
COc1cccc(S(=O)(=O)N[C@H]2C=C[C@H](CC(=O)NCc3ccncc3)O[C@H]2CO)c1	1	16	5	-12	x	-10	x
C[C@H]1COc2cc(NCCO)ccc2S(=O)(=O)N1	1	2	1	-5	x	19*	x
O=C(CCC1CCCC1)N1CCN(C(=O)C2CC2)CC1	x	x	-18	x	11	x	3
CC1CC2(C)C(=CC1=O)CCC1C2C(O)CC2(C)C1CCC2(O)C(=O)CO (stereo not given)	0	2	8	-2	-6	-3	x
CC(C)CC#Cc1ccc([C@H]2[C@H]3CN(C(=O)c4ccccn4)CC(=O)N3[C@H]2CO)cc1	1	-2	2	-9	x	-2	x
CCOc1cc(C(=O)N(C)Cc2cc3ccccc3[nH]c2=O)cc(OCC)c1OCC	x	x	x	7	98*	x	-2
COc1ccc(CN(C)C[C@H]2OCCCC[C@H](C)Oc3ccc(NC(=O)c4ccccc4)cc3C(=O)N([C@@H](C)CO)C[C@H]2C)cc1	-1	7	x	12	x	9	2

Next part.
SMILES	Casp6 inh	S100A4 inh HTS	FN deposition inh	LGR2 inh	C2C12 statin	SIRT5 inh	esBAF inh
CO[C@H]1CN(C)C(=O)c2cc(NS(C)(=O)=O)ccc2OC[C@@H](C)N(CC2CCCCC2)C[C@@H]1C	x	-6	-11	17	9	8	-1
Fc1ccccc1Nc1n[nH]c(=S)s1	0	-17	x	-35	x	2	x
CC(/C=N/NC(=O)c1cc(-c2ccc3ccccc3c2)n[nH]1)=C\c1ccco1	3	-3	6	-112	x	-1	x
CO[C@@H]1CN(C)C(=O)c2cc(NS(=O)(=O)c3ccccc3)ccc2OC[C@@H](C)N(Cc2nccs2)C[C@@H]1C	-1	3	-4	7	11	-1	0
CC(C)Cc1nnc(NC(=O)CSc2nc(O)c(-c3ccccc3)c(=O)[nH]2)s1	3	4	3	7	4	0	-9
O=C(C1CCCC1)N1CCC(CC2CC(c3ccc(Cl)cc3)=NO2)(C(=O)NCC2CCCCC2)CC1 (stereo not given)	0	-2	0	25	24	0	2
C[C@@H]1CN([C@H](C)CO)C(=O)c2cc(C#CC(C)(C)O)cnc2O[C@H]1CN(C)Cc1cccc(F)c1	x	x	-11	-4	-3	x	-5
CC1CCCC(C)N1/N=C/c1ccc(O)cc1 (stereo not given)	-4	-5	1	-16	-1	2	3
COc1cccc(S(=O)(=O)N2C[C@@H]3N[C@H](C2)C3c2ccc(-c3cccc(C(=O)N(C)C)c3)cc2)c1 (stereo not given in full)	0&1	-4&-4	8&15	14&12	x	6&1	x
COc1ccc(-c2nnc(SCc3ccc(C(=O)O)cc3)n2N)cc1	2	-6	3	2	-4	-3	-5
CCC(=O)N(C(=O)CC)N1CCN(c2ccncc2S(=O)(=O)N2CCCCC2)CC1	1	1	x	-9	0	-3	-11
O=C(O)CCCCCNc1ncnc2ccc(Br)cc12	4	1	-1	15	-5	-2	-10
CCC(=O)N1CCC1(C)C(=O)Nc1cccc2cccnc12 (stereo not given)	78*	-6	-4	3	-1	x	-6
COC(=O)C(Cc1ccccc1)N1CCS(=O)(=O)CC1 (stereo not given)	0	-6	-7	x	2	12	-4
Cc1ccc(S(=O)(=O)Nc2cccc(C(=O)NCCCN3CCOCC3)c2)cc1F	0	11	5	9	10	-3	-9
COc1ccc(-c2ccc([C@H]3[C@H](C#N)N[C@H]3CO)cc2)cc1	0	-3	-10	-7	0	-2	9
